M1 PAM parental: counter-screen for M1 PAMs: effect in parental CHO-K1 cells | activation, % at 3 µM | hit rate 0.02% among 360,000 | ATP EC20, Fluo-8 calcium fluorescence; 0% at ATP EC20, 100% at ATP max;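 active = activation above the run cutoff, the mean activation of all test compounds plus 3 SD, cut at about 40% in these data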;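 note: peak over basal fluorescence ratio in a 140 s read after ATP addition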
CHO-K1 Ca antag: nonselective inhibitor or artifact in parental CHO-K1 cells; ATP-induced calcium, Fluo-8 fluorescence; inhibition, % at 3 µM; hit rate 0.6% among 360,000; AID 602250;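 active = inhibition above a per-plate cutoff, the plate's mean sample inhibition plus 3 SD, cut at about 24% in these data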;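 note: 0% = DMSO plus EC80 ATP and 100% = DMSO alone without ATP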
M1 ag parental: nonselective activator or artifact in parental CHO-K1 cells; Fluo-8 calcium fluorescence; scaled to maximal ATP response, vehicle zero; activation, % at 3 µM; hit rate 0.48% among 360,000; in the data active = activation above about 15%;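 note: untransfected CHO-K1 host cells lacking M1 receptor as counterscreen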
CHRM5 agonist: agonists of human muscarinic M5 receptor (CHRM5) | CHO-K1 hM5 cells, Fluo-8 calcium fluorescence; 0% DMSO wells, 100% maximal acetylcholine response | AID 624037 | activation, % at 3 µM | P08912 | hit rate 0.19% among 360,000;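 active = activation above the run's mean over test compounds plus 3 SD, cut at about 23% in these data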;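 note: signal is peak over basal fluorescence ratio across the kinetic read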
Target sequence (P08912 whole entry, looked up): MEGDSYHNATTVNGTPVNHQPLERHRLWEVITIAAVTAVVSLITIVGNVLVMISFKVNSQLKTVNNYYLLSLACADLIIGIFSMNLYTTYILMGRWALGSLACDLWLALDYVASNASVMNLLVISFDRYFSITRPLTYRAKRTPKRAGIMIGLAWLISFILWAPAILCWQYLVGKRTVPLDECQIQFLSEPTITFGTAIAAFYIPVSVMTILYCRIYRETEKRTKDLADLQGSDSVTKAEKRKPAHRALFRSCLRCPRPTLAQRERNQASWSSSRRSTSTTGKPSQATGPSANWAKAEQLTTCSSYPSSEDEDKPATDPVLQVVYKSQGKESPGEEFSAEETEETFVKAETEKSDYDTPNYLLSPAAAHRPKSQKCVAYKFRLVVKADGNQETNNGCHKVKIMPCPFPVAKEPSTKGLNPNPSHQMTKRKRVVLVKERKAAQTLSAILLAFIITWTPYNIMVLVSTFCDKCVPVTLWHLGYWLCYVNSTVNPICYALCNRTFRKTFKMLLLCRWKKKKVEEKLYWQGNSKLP
CHRM5 antagonist: blocks acetylcholine activation of human M5 receptor; hit rate 0.59% among 360,000; P08912; inhibition, % at 3 µM; CHO-hM5 cells, Fluo-8 calcium fluorescence, ACh EC80;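 active = inhibition above a per-plate cutoff, the mean of that plate's test compounds plus 3 SD, cut at about 27% in these data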;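 note: 0% = acetylcholine EC80 with DMSO and 100% = DMSO without agonist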
CHRM4 PAM: positive allosteric modulators of human muscarinic M4 receptor. CHO-K1 hM4/Gqi5, Fluo-8 calcium fluorescence, ACh EC20; 0% = ACh EC20, 100% = maximal ACh. activation, % at 3 µM. hit rate 0.4% among 360,000. AID 624126;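 active = activation above its plate's cutoff, the mean activation of sample wells plus 3 SD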; note: some results filed as inactive read as strong as hits
Target sequence (P08173 whole entry, looked up): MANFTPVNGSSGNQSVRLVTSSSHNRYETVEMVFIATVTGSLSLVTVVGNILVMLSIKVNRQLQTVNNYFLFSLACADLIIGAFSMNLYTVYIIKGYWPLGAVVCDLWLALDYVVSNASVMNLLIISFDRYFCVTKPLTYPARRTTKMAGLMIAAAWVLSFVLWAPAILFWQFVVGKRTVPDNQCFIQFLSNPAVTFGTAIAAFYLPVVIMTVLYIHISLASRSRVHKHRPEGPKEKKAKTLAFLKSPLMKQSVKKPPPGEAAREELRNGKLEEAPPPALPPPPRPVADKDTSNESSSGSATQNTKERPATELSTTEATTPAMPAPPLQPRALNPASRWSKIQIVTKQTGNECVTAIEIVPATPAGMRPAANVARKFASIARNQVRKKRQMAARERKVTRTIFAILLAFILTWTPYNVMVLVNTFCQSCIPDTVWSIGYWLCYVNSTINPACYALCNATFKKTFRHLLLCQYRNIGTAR
M4 antag: CHRM4 antagonism in calcium assay; P08173; CHO-hM4 cells, ACh EC80, Fluo-8 calcium fluorescence; inhibition, % at 3 µM; hit rate 0.73% among 360,000; AID 624125;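 active = inhibition above its plate's cutoff, the mean inhibition of sample wells plus 3 SD, cut at about 27% in these data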;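 note: 0% = acetylcholine EC80 with DMSO and 100% = DMSO without agonist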
CHRM5 PAM: positive allosteric modulators of human muscarinic M5 receptor; P08912; CHO-K1 hM5, Fluo-8 calcium, ACh EC20 PAM; 0% = ACh EC20, 100% = ACh EC100; activation, % at 3 µM; hit rate 0.3% among 360,000;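 active = activation above the run cutoff, the mean activation of all test compounds plus 3 SD, cut at about 18% in these data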
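Probe or stimulus: acetylcholine, EC20 level; Assay system: human M5 receptor in CHO-K1 cells; Schedule: compound preincubation 140 s before EC20 acetylcholine addition; Technique: intracellular calcium via Fluo-8 fluorescence; Dosing: single-point, 3 µM nominal; Read-out basis: percent activation from peak-over-basal fluorescence ratio, scaled EC20-to-EC100 acetylcholine; Repeats: one well per compound, no replicates.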
CHRM4 agonist: agonists of human muscarinic M4 receptor (CHRM4); CHO-K1 hM4/Gqi5, Fluo-8 calcium fluorescence; vehicle 0%, full acetylcholine response 100%; activation, % at 3 µM; hit rate 0.14% among 360,000; AID 624127;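 active = activation above the run mean over all test wells plus 3 SD, cut at about 32% in these data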;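 note: peak over basal fluorescence ratio per well then scaled between controls; 0% = DMSO wells and 100% = acetylcholine at EC100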
Numbers without * were called inactive.

canonical_smiles,M1 PAM parental,M1 ag parental,CHRM4 agonist,CHRM4 PAM,CHRM5 agonist,CHO-K1 Ca antag,M4 antag,CHRM5 PAM,CHRM5 antagonist
CCN1C(c2ccccc2)=C(c2ccccc2)S/C1=C\C=C1/SC(=S)N(C)C1=O,16,1.1,2,-4,-6,-12,3,-1,7
CCCCn1c(CCl)nc2cc(S(=O)(=O)N3CCOCC3)ccc21,18,-0.2,1,5,4,-2,-18,-1,0
CCOc1cc(NC(=O)c2ccccn2)c(OCC)cc1NC(=O)c1ccc(OC)cc1,18,0.2,0,-1,0,-6,-5,0,0
OCCNc1nc(N2CCN(Cc3ccccc3)CC2)nc2ccccc12,10,0.8,2,-3,-8,-1,8,-1,-1
NC(=O)CC(NC(=O)Cc1ccc(Br)cc1)c1ccc(NCc2ccc(F)c(F)c2)c([N+](=O)[O-])c1 (configuration not stated),17,0.8,0,7,-3,-7,4,9,10
O=C(CSC1=NS(=O)(=O)c2ccccc2N1)Nc1cccc(F)c1,0,0.5,0,6,-2,2,-2,14,-6
CC1CC(C)(C)NC(=S)N1CCCC(=O)Nc1ccccc1F (configuration not stated),11,0.3,1,4,2,-6,-5,13,4
CCn1c(SCC(=O)Nc2ccccc2C)nnc1-c1ccccc1O,-16,1.3,3,-2,3,-6,3,-3,-6
O=[N+]([O-])c1cccc(S(=O)(=O)N2CCN(S(=O)(=O)N3CCOCC3)CC2)c1,5,-0.3,0,-6,-3,-10,7,4,12
O=C(Nc1ccc(C(=O)N2CCOCC2)cc1)Nc1cccc2ccccc12,4,0.1,0,0,-1,12,5,1,6
Cc1c(NC(=S)N/N=C/c2ccc(Br)cc2)c(=O)n(-c2ccccc2)n1C,16,0.4,1,-13,-1,-10,6,1,-1
c1csc(-c2csc3ncnc(NCCCN4CCOCC4)c23)c1,6,6.6,7,-4,0,-1,4,-9,16
CSc1ccc(CC(=O)N2CCC(n3nccc3NC(=O)C3CC3)CC2)cc1,-2,0.8,2,4,-2,-1,-3,3,-7
CC1CCN(S(=O)(=O)c2ccc(NC(=O)CN3CCOCC3)cc2)CC1,24,4.2,1,10,-2,-14,-13,-6,9
ONC(=NCc1ccccc1)c1ccccc1,14,0.2,1,2,2,-21,-3,-1,13
COc1ccc(NC(=O)CSc2nc3sc(C)c(C)c3c(=O)n2Cc2ccco2)cc1,7,0.5,-1,4,0,-23,7,2,0
Cc1ccc(C)c(NC(=O)c2cc(=O)c3ccccc3o2)c1,20,1.7,2,6,-1,-16,10,2,-5
CN(C(=O)CSc1nnn(C)n1)c1ccccc1,11,0.5,0,7,-2,-13,5,0,13
C=CCOc1ccc(/C(O)=C2\C(=O)C(=O)N(CCOC)C2c2cccnc2)cc1 (configuration not stated),10,1.2,0,12,3,-3,2,1,-7
CC(OC(=O)C1CCN(c2ccc(C(F)(F)F)cn2)CC1)C(=O)Nc1cccc([N+](=O)[O-])c1 (configuration not stated),-10,5.2,10,-9,-1,-9,16,-23,10
COc1ccccc1OCc1ccc(C(=O)NN)cc1,-2,2.1,8,-11,-3,14,10,-13,6
O=C(CNC(=S)N(CCCN1CCOCC1)Cc1cccs1)NCCN1CCOCC1,-5,0.1,1,-12,-1,3,-2,1,-9
O=C1NCCO1,-6,-0.1,0,1,1,12,-9,3,-2
CCCCOC(=O)C1=C(C)Nc2ncnn2C1c1ccc(OCC)c(OC)c1 (configuration not stated),27,1.4,0,-2,3,-16,3,5,-5
CC1(C)CC(=O)C2=C(C1)OC1=C(C(=O)CC(C)(C)C1)C2c1ccccc1Cl,-8,-0.2,0,0,0,0,0,-4,-3
Cc1ccc(S(=O)(=O)NCC(=O)OCCOc2ccc(Br)cc2)cc1,9,1.0,5,5,1,-20,-8,-8,5
CN(c1ccccc1C(N)=O)S(=O)(=O)c1ccccc1,15,0.3,1,5,-3,0,-1,-4,3
CCc1sc(C(=O)Nc2cc(Cl)ccc2N2CCCCC2)cc1C,17,0.1,1,3,-4,-3,-3,-1,-6
CCOc1cc(S(=O)(=O)n2nc(C)cc2C)ccc1F,27,1.4,1,-3,-7,-11,0,2,-5
C#CC1(O)CC(C)NCC1(C)CCC#N (configuration not stated),19,0.4,1,8,-2,-14,-5,-1,-7
CC(C)(O)C#Cc1ccc(C(=O)N2CCC(C(N)=O)(N3CCCCC3)CC2)cc1,4,0.0,1,-3,0,-6,-5,-6,-3
COc1ccccc1C(=O)N1CCNC(=O)C1CC(=O)Nc1cccc(C)c1 (configuration not stated),13,-0.4,0,11,4,-17,-7,5,-2
C#CCNC(=O)C1=C[C@H](C(C)(C)C)C[C@H](OCc2ccc(CO)cc2)O1,10,-0.4,-2,-1,6,-12,8,-3,5
Clc1ccc(OCc2nn3c(-c4ccncc4)nnc3s2)cc1,9,0.8,0,15,0,-10,7,8,0
O=C(O)c1ccc[nH]c1=S,16,0.8,0,2,0,-9,-7,-8,1
COc1ccc2oc(=O)c(-c3nc(C)cs3)cc2c1,6,0.9,2,9,0,-9,9,-3,2
O=C(Nc1ccccc1F)C(=O)c1cn(CC(=O)N2CCCCC2)c2ccccc12,18,1.6,3,-5,-6,-11,4,5,13
CCNC(=O)C1(C)CCCN(C(=O)c2csc3ccccc23)C1 (configuration not stated),21,0.5,0,6,3,2,3,2,10
CN1/C(=C\C(=O)COC(=O)CNC(=O)c2ccc3ccccc3c2)C(C)(C)c2ccccc21,-4,2.4,7,-12,-3,-4,-3,-14,17
O=S(=O)(c1ccccc1)c1cnc(-c2cccnc2)nc1-c1ccc(Cl)cc1Cl,16,0.2,0,16,-1,-13,-2,2,1
Cc1[nH]c(C)c(S(=O)(=O)NCCc2ccccc2)c1C(=O)N1CCCC1,-12,1.8,0,-3,-4,-7,9,-8,18
O=S(=O)(c1ccc2nc(-c3ccccc3)[nH]c2c1)N1CCN(c2cccc(Cl)c2)CC1,15,1.0,1,-7,-6,-1,1,-8,4
COCCCN1CC(=O)N2C(c3cccc(OC)c3OC)c3[nH]c4ccccc4c3C[C@H]2C1=O (some centres not stated),12,5.4,6,-2,4,-4,-7,2,0
CCOC(=O)C1=C(CC)Nc2ccccc2N/C1=N\S(=O)(=O)c1ccccc1OC,11,0.1,2,12,1,-15,-18,5,-7
Cc1cc(-c2n[nH]c(=S)n2CC(C)C)cs1,-6,0.2,0,-1,-9,4,-1,-3,8
Cc1cccc(N=Nc2ccc(O)c3ncccc23)c1,22,4.7,17,-7,-2,3,16,-3,-1
CCCNC(=O)Cc1c(OC)ccc2cc(Br)ccc12,4,-0.7,-1,7,-5,2,3,6,-8
CCOC(=O)Cn1nc(C)c(-c2ccccc2)c1N,20,0.1,0,0,-2,-6,0,0,-3
COc1ccc(C(=O)Nc2cc(C)on2)cc1[N+](=O)[O-],16,0.1,1,4,0,-3,-13,4,-13
CSc1nc2sc3c(c2c(=O)n1C)CCCC3,16,0.1,1,3,2,-21,2,-2,2

The listing continues:
canonical_smiles,M1 PAM parental,M1 ag parental,CHRM4 agonist,CHRM4 PAM,CHRM5 agonist,CHO-K1 Ca antag,M4 antag,CHRM5 PAM,CHRM5 antagonist
CN1CCN(C2=C(Cl)C(=O)N(C3CCCCC3)C2=O)CC1,17,0.5,1,0,-6,-7,1,0,-2
CC1CCCN(C(=O)CSc2nnc3n(C4CCCC4)c(=O)c4ccccc4n23)C1 (configuration not stated),17,6.4,-3,1,0,4,8,-3,-6
CCOc1cc(N2CCOCC2)c(OCC)cc1NC(=O)CN1CCc2ccccc2C1,6,0.4,0,-4,-4,-1,-7,-11,4
CCCc1nnc(SCC(=O)N2C(C)CCCC2C)n1CC1CCCO1 (configuration not stated),9,3.8,0,-3,-2,6,-2,0,3
CCOc1ccc(S(=O)(=O)NCc2ccccc2Cl)cc1C(N)=O,-9,7.6,6,-4,5,-14,-3,-2,2
O=C(CC1Sc2ccccc2NC1=O)NCc1ccccc1 (configuration not stated),16,15,0,-2,3,1,3,10,-11
CCCCNC(=O)C(CC)Sc1nc2sc(C(=O)OC)c(C)c2c(=O)n1N (configuration not stated),-6,-0.6,0,7,0,4,-3,-5,9
CCN(CC)C1CCN(C(=O)CCc2nnc(CCCCc3ccccc3)o2)C1 (configuration not stated),-7,0.3,0,-10,-10,6,4,-4,7
CCCS(=O)(=O)C/C(N)=N/OC(=O)c1ccc(Cl)cc1,4,0.1,11,-2,0,8,-1,18,-8
COc1ccc(C)cc1N1CC(C(=O)Nc2ccccc2N2CCCCC2)CC1=O (configuration not stated),9,2.9,12,-4,-3,-26,-7,-11,2
Cc1cc(C)n(CC(=O)NNC(=O)c2ccc(OC(F)(F)F)cc2)n1,1,-0.1,0,0,0,3,-12,6,13
CC1Oc2ccccc2N(CC(=O)Nc2ccc3c(c2)OCO3)C1=O (configuration not stated),16,3.9,2,-1,0,-15,7,-3,-4
NC(=O)c1cc(S(=O)(=O)N2CCOCC2)ccc1Sc1ccccc1N,-21,-0.2,0,1,0,6,1,-3,8
COc1cc(OC)cc(C(=O)NC(=S)Nc2ccc(Cl)c(C(=O)O)c2)c1,23,0.8,1,12,-4,-9,-1,-2,2
CCC(C)C(NC(=O)/C(=C\c1ccccc1)NC(=O)c1ccc(OC)cc1)C(=O)O (configuration not stated),19,-0.1,1,4,-4,-1,-9,1,1
O=C(NCCCN1CCOCC1)c1csc2c1CCCC2,-12,0.2,1,2,2,-8,7,-2,6
CCCCn1c(N)c(N(CCOC)C(=O)CCNC(=O)c2ccc(Br)cc2)c(=O)[nH]c1=O,4,1.6,2,5,0,-4,-8,-2,6
O=C(OCc1nc2scc(-c3ccccc3)c2c(=O)[nH]1)c1cccc([N+](=O)[O-])c1,0,1.7,2,4,-1,4,-4,-10,9
S=C1NCN(Cc2ccco2)CN1c1ccccc1,-10,-0.2,0,-1,-4,-7,-12,-6,16
CCCN(CC(=O)Nc1ccccc1OC)C(=O)c1cnc(Cl)c(Cl)c1,4,1.3,2,1,-3,-11,0,-2,12
COc1ccc(C(=O)NC2CCN(C(=S)Nc3ccc(C)cc3)CC2)cc1,13,-0.1,1,4,0,0,8,5,0
COc1cc(OC)cc(-c2cc3nc(C)c(CCC(=O)O)c(C)n3n2)c1,-10,-0.3,0,-2,0,39*,-13,-5,3
O=C(C1CC1)N1CCc2cc(S(=O)(=O)N3CCOCC3)ccc21,-4,0.2,1,-2,1,6,3,-4,-1
COc1cc(NC(=O)c2cccc3c(-c4cnn(C)c4)coc23)cc(OC)c1OC,-4,6.2,18,-9,5,1,-6,-14,9

Ordered by the number under CHRM4 agonist (high to low): 3 from the list above
| molecule | CHRM4 agonist | CHRM4 PAM | CHRM5 agonist | M4 antag | CHRM5 PAM | CHRM5 antagonist |
| --- | --- | --- | --- | --- | --- | --- |
| CCOc1ccc(S(=O)(=O)NCc2ccccc2Cl)cc1C(N)=O | 6 | -4 | 5 | -3 | -2 | 2 |
| CCOC(=O)C1=C(CC)Nc2ccccc2N/C1=N\S(=O)(=O)c1ccccc1OC | 2 | 12 | 1 | -18 | 5 | -7 |
| S=C1NCN(Cc2ccco2)CN1c1ccccc1 | 0 | -1 | -4 | -12 | -6 | 16 |

Screening data (PubChem BioAssay)
